Bioassay records deposited in PubChem BioAssay by The Scripps Research Institute Molecular Screening Center.
ARFGAP1 inh: inhibitors of rat ARFGAP1; Q62848; Arfgap1-stimulated ARF1 GTP hydrolysis, GDP FP detection; inhibition, % at 16.5 µM; actives 0.26% (n = 360,000); AID 651572;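 active means inhibition above a per-plate limit, mean inhibition of low control wells plus 3 SD, cut at about 25% in these data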;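 further: 0% = DMSO wells with enzyme and 100% = wells lacking Arfgap1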
Target sequence (Q62848 1-136 limits assumed): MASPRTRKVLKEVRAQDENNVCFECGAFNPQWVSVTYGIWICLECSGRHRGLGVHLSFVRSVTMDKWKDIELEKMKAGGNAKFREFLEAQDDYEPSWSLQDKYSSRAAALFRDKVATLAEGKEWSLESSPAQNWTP
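Material: rat Arfgap1 GAP domain (His6, aa 1-136), purified enzyme. Also added: human ARF1(Δ1-17)-GTP substrate. Compound dosing: 16.5 µM single point, 1.26% DMSO. Timing: enzyme reaction 120 min at 25 °C after 20 min preincubation. Signal: GDP detection by fluorescence polarization. Read-out basis: percent inhibition of GAP-stimulated GDP formation, scaled between DMSO and no-Arfgap1 medians.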
PLCb3 inh: PLC-beta3 (human) inhibition, primary screen; Q01970; Purified PLC-beta3, fluorogenic substrate, fluorescence; inhibition, % at 12.2 µM; actives 0.18% (n = 370,000); AID 720704; in the data active means inhibition above about 11%;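 further: 0% = median of compound wells on plate and 100% = full blocker control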
ASAP1 inh: blocks human ASAP1-stimulated Arf1 GTP hydrolysis. GDP FP detection. inhibition, % at 16.5 µM. actives 0.19% (n = 360,000). AID 624377; in the data active means inhibition above about 25%;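 further: 0% = vehicle with enzyme and substrate and 100% = no enzyme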
Target sequence (Q9ULH1 325-724 limits assumed): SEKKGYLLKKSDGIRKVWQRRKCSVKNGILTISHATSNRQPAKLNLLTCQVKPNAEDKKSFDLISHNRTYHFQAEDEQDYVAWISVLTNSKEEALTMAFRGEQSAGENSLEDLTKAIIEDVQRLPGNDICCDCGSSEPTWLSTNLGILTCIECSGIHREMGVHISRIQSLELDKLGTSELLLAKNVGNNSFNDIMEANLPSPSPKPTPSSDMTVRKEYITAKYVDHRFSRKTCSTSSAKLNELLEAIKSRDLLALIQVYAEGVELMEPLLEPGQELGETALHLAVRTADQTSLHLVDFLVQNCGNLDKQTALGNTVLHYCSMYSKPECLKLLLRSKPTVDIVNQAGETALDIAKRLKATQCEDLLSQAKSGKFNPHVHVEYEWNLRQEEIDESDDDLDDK
UHRF1 binding: UHRF1 methyl-DNA binding inhibition; AID 687016; Q96T88; UHRF1 binding to methylated oligo, TR-FRET; actives 0.75% (n = 370,000); inhibition, % at 4.4 µM; in the data active means inhibition above about 21%;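 further: UHRF1 SRA domain binding a hemimethylated CpG hairpin DNA probe; 0% = median of test compound wells and 100% = reference inhibitor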
PLCg1 inh: PLC-gamma1 (human) inhibition, primary screen. P19174. purified PLC-gamma1, fluorogenic substrate, fluorescence. inhibition, % at 12.2 µM. actives 0.84% (n = 370,000). AID 720700; in the data active means inhibition above about 9.5%
Tn6 DDE FP: inhibitors of Tn6 peptide binding to human fibrin DD(E); P02675; Fibrin DD(E) TRITC-Tn6 fluorescence polarization displacement; inhibition, % at 8.3 µM; actives 0.21% (n = 370,000);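 active means inhibition above a per-campaign cutoff: mean of compounds within control limits plus 3 SD, cut at about 15% in these data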;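 further: 0% = median of all compound wells on the plate and 100% = blocking peptide control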
DDE Tn7 FP inh: disrupts Tn7 cyclic peptide binding to fibrin D-Dimer-E complex; P02675; FP displacement of FITC-Tn7 peptide from fibrin DD(E); 0% = median of compound wells per plate; inhibition, % at 8.3 µM; actives 0.13% (n = 370,000); AID 720508;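 active means inhibition above the mean of compounds falling within the control limits plus 3 SD of them, cut at about 14% in these data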;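 further: 0% = plate median of compound wells and 100% = 10 µM Aha-Tn7 peptide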
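System: human fibrin DD(E); quantity: Fibrin-DD(E) at 2 µM final; also added: fluorescent Tn7 probe at 0.1 µM; compound dosing: single nominal test concentration of 8.3 µM per compound; schedule: 10 min preincubation, 3 h with tracer, room temperature; detection: fluorescence polarization of the labelled Tn7 tracer; repeats: one replicate per compound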
KLK7 zymogen act: activates the human kallikrein-7 zymogen; P49862; purified proKLK7, EDANS-DABCYL substrate fluorescence; 100% is mature enzyme control, 0% vehicle; activation, % at 7 µM; actives 0.9% (n = 370,000);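 active means activation above the mean of all tested compounds plus 3 SD, computed per campaign excluding outliers beyond control limits, cut at about 13% in these data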
ADAM17 inh: inhibits human ADAM17 | P78536 | recombinant ADAM17, EDANS/DABCYL FRET peptide cleavage | inhibition, % at 6.95 µM | actives 0.83% (n = 370,000) | AID 720648;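 active means inhibition above the mean of compounds lying between control limits plus 3 SD, set per campaign, cut at about 8.5% in these data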;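 further: 0% = DMSO-only wells as the low control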
MBD2 inh: blocks human MBD2 binding to methylated DNA | TR-FRET, MBD2 binding to methylated oligonucleotide | inhibition, % at 4.4 µM | actives 0.31% (n = 370,000); in the data active means inhibition above about 13%
Target sequence (Q9UBB5 whole entry, looked up): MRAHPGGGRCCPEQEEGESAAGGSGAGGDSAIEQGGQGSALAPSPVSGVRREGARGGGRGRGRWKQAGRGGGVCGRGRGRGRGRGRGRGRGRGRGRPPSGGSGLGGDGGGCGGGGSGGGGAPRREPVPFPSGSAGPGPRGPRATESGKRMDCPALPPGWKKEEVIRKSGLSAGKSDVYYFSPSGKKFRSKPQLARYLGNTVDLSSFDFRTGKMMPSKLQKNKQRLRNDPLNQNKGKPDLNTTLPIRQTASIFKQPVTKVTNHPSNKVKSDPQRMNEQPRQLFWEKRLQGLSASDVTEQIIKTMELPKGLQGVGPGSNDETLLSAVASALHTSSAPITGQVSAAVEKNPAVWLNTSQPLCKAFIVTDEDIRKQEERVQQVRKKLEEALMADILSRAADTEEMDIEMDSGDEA
* hit, by the source's call.

Start of the data: the first 3 entries, to show the layout:
What do the screens show for `CCOc1ccccc1NC(=O)CCn1nc(C)c(S(=O)(=O)N2CCCCC2)c1C`?
ARFGAP1 inh: -7; PLCb3 inh: -5; ASAP1 inh: -4; UHRF1 binding: 0; PLCg1 inh: -1; Tn6 DDE FP: 8; DDE Tn7 FP inh: 8; KLK7 zymogen act: 0.1; ADAM17 inh: -3; MBD2 inh: -3

What do the screens show for `CC(C)(C)c1ccc(CN2C(=O)c3ccccc3S2(=O)=O)cc1`?
ARFGAP1 inh: -6; PLCb3 inh: -9; ASAP1 inh: -9; UHRF1 binding: 2; PLCg1 inh: 0; Tn6 DDE FP: -3; DDE Tn7 FP inh: 3; KLK7 zymogen act: -0.3; ADAM17 inh: 2; MBD2 inh: 3

Results for CCOC(=O)N1CCN(C(=O)CC(C)S(=O)(=O)c2cc3c(cc2C)NC(=O)CO3)CC1 (configuration not stated) ?
ARFGAP1 inh: -3; PLCb3 inh: -10; ASAP1 inh: -9; UHRF1 binding: 2; PLCg1 inh: -2; Tn6 DDE FP: 1; DDE Tn7 FP inh: -2; KLK7 zymogen act: -0.4; ADAM17 inh: -2; MBD2 inh: 8

Results, repeating the preview:
What do the screens show for `CCOc1ccccc1NC(=O)CCn1nc(C)c(S(=O)(=O)N2CCCCC2)c1C`?
ARFGAP1 inh: -7; PLCb3 inh: -5; ASAP1 inh: -4; UHRF1 binding: 0; PLCg1 inh: -1; Tn6 DDE FP: 8; DDE Tn7 FP inh: 8; KLK7 zymogen act: 0.1; ADAM17 inh: -3; MBD2 inh: -3

What do the screens show for `CC(C)(C)c1ccc(CN2C(=O)c3ccccc3S2(=O)=O)cc1`?
ARFGAP1 inh: -6; PLCb3 inh: -9; ASAP1 inh: -9; UHRF1 binding: 2; PLCg1 inh: 0; Tn6 DDE FP: -3; DDE Tn7 FP inh: 3; KLK7 zymogen act: -0.3; ADAM17 inh: 2; MBD2 inh: 3

Results for CCOC(=O)N1CCN(C(=O)CC(C)S(=O)(=O)c2cc3c(cc2C)NC(=O)CO3)CC1 (configuration not stated) ?
ARFGAP1 inh: -3; PLCb3 inh: -10; ASAP1 inh: -9; UHRF1 binding: 2; PLCg1 inh: -2; Tn6 DDE FP: 1; DDE Tn7 FP inh: -2; KLK7 zymogen act: -0.4; ADAM17 inh: -2; MBD2 inh: 8

Results for COc1cc2nc(CN(C)Cc3nc4ccccc4c(=O)[nH]3)[nH]c(=O)c2cc1OC ?
ARFGAP1 inh: -7; PLCb3 inh: -81; ASAP1 inh: 1; UHRF1 binding: 6; PLCg1 inh: -60; Tn6 DDE FP: -3; DDE Tn7 FP inh: 1; KLK7 zymogen act: 0.2; ADAM17 inh: -1; MBD2 inh: 3

Results for COc1ccc(-n2nc3c(c2NC(=O)C(C)C)CSC3)cc1 ?
ARFGAP1 inh: 1; PLCb3 inh: -3; ASAP1 inh: -3; UHRF1 binding: 0; PLCg1 inh: 9; Tn6 DDE FP: 1; DDE Tn7 FP inh: 0; KLK7 zymogen act: 0.3; ADAM17 inh: 6; MBD2 inh: -1

Results for CC1CCN(CC(=O)N2CC(=O)Nc3ccccc32)CC1 ?
ARFGAP1 inh: 5; PLCb3 inh: 3; ASAP1 inh: 8; UHRF1 binding: 3; PLCg1 inh: 1; Tn6 DDE FP: -5; DDE Tn7 FP inh: -1; KLK7 zymogen act: 0.3; ADAM17 inh: 0; MBD2 inh: -3

How did COc1ccc(N2CCCCn3c2nc2c3c(=O)[nH]c(=O)n2C)cc1 do in these assays?
ARFGAP1 inh: 5; PLCb3 inh: 1; ASAP1 inh: -12; UHRF1 binding: -2; PLCg1 inh: -1; Tn6 DDE FP: 5; DDE Tn7 FP inh: -3; KLK7 zymogen act: 0.6; ADAM17 inh: -6; MBD2 inh: -3

How did Cc1ccc(S(=O)(=O)CC(=O)Nc2sc(C)c(C)c2C(N)=O)cc1 do in these assays?
ARFGAP1 inh: 2; PLCb3 inh: 2; ASAP1 inh: 9; UHRF1 binding: 1; PLCg1 inh: 2; Tn6 DDE FP: -6; DDE Tn7 FP inh: 0; KLK7 zymogen act: -0.3; ADAM17 inh: -2; MBD2 inh: 3

Results for CN1CCN(c2ccc(S(=O)(=O)N3CCOCC3)cc2NC(=O)COc2ccc(C#N)cc2)CC1 ?
ARFGAP1 inh: -11; PLCb3 inh: -12; ASAP1 inh: -5; UHRF1 binding: -1; PLCg1 inh: -7; Tn6 DDE FP: 3; DDE Tn7 FP inh: -2; KLK7 zymogen act: -0.3; ADAM17 inh: -2; MBD2 inh: 2

Results for CCC(C)(C)n1nnnc1C(c1ccc2ncccc2c1)N1CCN(c2nc3ccccc3s2)CC1 (configuration not stated) ?
ARFGAP1 inh: 4; PLCb3 inh: 0; ASAP1 inh: -7; UHRF1 binding: 1; PLCg1 inh: 3; Tn6 DDE FP: -4; DDE Tn7 FP inh: 3; KLK7 zymogen act: 0.8; ADAM17 inh: 2; MBD2 inh: 0

Results for CC(C)(C)OC(=O)NCC(=O)N1CCC(C(=O)O)CC1 ?
ARFGAP1 inh: -11; PLCb3 inh: 1; ASAP1 inh: -10; UHRF1 binding: -3; PLCg1 inh: 1; Tn6 DDE FP: 2; DDE Tn7 FP inh: -8; KLK7 zymogen act: -0.2; ADAM17 inh: -2; MBD2 inh: -5

How did NCCS do in these assays?
ARFGAP1 inh: 6; PLCb3 inh: 0; ASAP1 inh: 22; UHRF1 binding: 2; PLCg1 inh: 0; Tn6 DDE FP: -3; DDE Tn7 FP inh: -5; KLK7 zymogen act: 0.7; ADAM17 inh: -3; MBD2 inh: 0

Results for Cc1ccc(NC(=S)N2CCCCCC2)cc1 ?
ARFGAP1 inh: -6; PLCb3 inh: -3; ASAP1 inh: -1; UHRF1 binding: 2; PLCg1 inh: 3; Tn6 DDE FP: -4; DDE Tn7 FP inh: 1; KLK7 zymogen act: 0.0; ADAM17 inh: -2; MBD2 inh: -1

How did Cc1c(C)n(C)c2ccc(C(=O)NCCCN(C)C3CCCCC3)cc12 do in these assays?
ARFGAP1 inh: 11; PLCb3 inh: -25; ASAP1 inh: 5; UHRF1 binding: 16; PLCg1 inh: -7; Tn6 DDE FP: 0; DDE Tn7 FP inh: -4; KLK7 zymogen act: 0.2; ADAM17 inh: -4; MBD2 inh: 12

How did COc1cccc(NC(=S)NC(=O)Cc2ccccc2)c1 do in these assays?
ARFGAP1 inh: 1; PLCb3 inh: -6; ASAP1 inh: -5; UHRF1 binding: 0; PLCg1 inh: -2; Tn6 DDE FP: -5; DDE Tn7 FP inh: 0; KLK7 zymogen act: 0.0; ADAM17 inh: -2; MBD2 inh: 0

Results for CCN1C[C@@H]2[C@@H]3C(=O)N(Cc4ccccc4)C(=O)[C@@H]3[C@](Cc3ccccc3)(C1=O)N2C(=O)c1ccc(Br)cc1 ?
ARFGAP1 inh: 1; PLCb3 inh: -11; ASAP1 inh: 2; UHRF1 binding: -4; PLCg1 inh: -6; Tn6 DDE FP: 0; DDE Tn7 FP inh: 6; KLK7 zymogen act: 0.0; ADAM17 inh: -3; MBD2 inh: -2

What do the screens show for `CCOc1ccc(N(CC(=O)NCc2cccnc2)S(=O)(=O)c2ccc(F)cc2)cc1`?
ARFGAP1 inh: 1; PLCb3 inh: -6; ASAP1 inh: 7; UHRF1 binding: 0; PLCg1 inh: -1; Tn6 DDE FP: 2; DDE Tn7 FP inh: -1; KLK7 zymogen act: 0.3; ADAM17 inh: -1; MBD2 inh: 2

Results for CCOc1c(OC)cc(C2C(C#N)=C(N)Oc3n[nH]c(-c4ccncc4)c32)cc1OC (configuration not stated) ?
ARFGAP1 inh: 7; PLCb3 inh: -7; ASAP1 inh: 11; UHRF1 binding: -10; PLCg1 inh: -4; Tn6 DDE FP: 4; DDE Tn7 FP inh: -1; KLK7 zymogen act: 0.9; ADAM17 inh: -3; MBD2 inh: -2

What do the screens show for `CC(C)(C)n1nc2c(c1NC(=O)c1ccccc1S(=O)(=O)C(F)F)CS(=O)(=O)C2`?
ARFGAP1 inh: 3; PLCb3 inh: -7; ASAP1 inh: 2; UHRF1 binding: 1; PLCg1 inh: -1; Tn6 DDE FP: 1; DDE Tn7 FP inh: -7; KLK7 zymogen act: -0.8; ADAM17 inh: -5; MBD2 inh: 3

Results for COC(=O)c1sccc1NC(=O)c1ccc(C)s1 ?
ARFGAP1 inh: -5; PLCb3 inh: -6; ASAP1 inh: -8; UHRF1 binding: 0; PLCg1 inh: -3; Tn6 DDE FP: -5; DDE Tn7 FP inh: 4; KLK7 zymogen act: 0.7; ADAM17 inh: -2; MBD2 inh: 1

What do the screens show for `FC(F)(F)c1cnc(NNC(=S)Nc2ccccc2Cl)c(Cl)c1`?
ARFGAP1 inh: 4; PLCb3 inh: -7; ASAP1 inh: -2; UHRF1 binding: -9; PLCg1 inh: -8; Tn6 DDE FP: -19; DDE Tn7 FP inh: 4; KLK7 zymogen act: -0.2; ADAM17 inh: 6; MBD2 inh: -5

Results for COc1ccc(OC)c(CN2CCN(Cc3cc(OC)c(OC)c(OC)c3)CC2)c1 ?
ARFGAP1 inh: 9; PLCb3 inh: -6; ASAP1 inh: 15; UHRF1 binding: -2; PLCg1 inh: 3; Tn6 DDE FP: 1; DDE Tn7 FP inh: -6; KLK7 zymogen act: -0.4; ADAM17 inh: -2; MBD2 inh: 1

Results for O=C(CN1CCN(S(=O)(=O)/C=C/c2ccccc2)CC1)NC(=O)NCc1ccco1 ?
ARFGAP1 inh: 6; PLCb3 inh: -2; ASAP1 inh: -2; UHRF1 binding: 6; PLCg1 inh: -1; Tn6 DDE FP: 4; DDE Tn7 FP inh: 8; KLK7 zymogen act: 0.1; ADAM17 inh: -4; MBD2 inh: 1

How did CCOC(=O)C1(CCOc2ccccc2)CCN(Cc2cccn2-c2ncccn2)CC1 do in these assays?
ARFGAP1 inh: 0; PLCb3 inh: -2; ASAP1 inh: -1; UHRF1 binding: -1; PLCg1 inh: 1; Tn6 DDE FP: -1; DDE Tn7 FP inh: 2; KLK7 zymogen act: 0.3; ADAM17 inh: -2; MBD2 inh: -2

How did c1ccc(C2(CN3CCNC[C@H]3Cc3cccc4ccccc34)CC2)cc1 do in these assays?
ARFGAP1 inh: 20; PLCb3 inh: -1; ASAP1 inh: 8; UHRF1 binding: 4; PLCg1 inh: 0; Tn6 DDE FP: -7; DDE Tn7 FP inh: -6; KLK7 zymogen act: -0.2; ADAM17 inh: 2; MBD2 inh: -3

Results for CCC(=O)Nc1cc(NC(=O)CSc2nnc(C(C)C)n2CC)ccc1C ?
ARFGAP1 inh: 4; PLCb3 inh: 3; ASAP1 inh: 4; UHRF1 binding: 8; PLCg1 inh: 4; Tn6 DDE FP: -6; DDE Tn7 FP inh: -6; KLK7 zymogen act: -0.4; ADAM17 inh: -5; MBD2 inh: 7
